Screens deposited in PubChem by several laboratories.
FID counter – displaces DNA intercalator in HCV helicase counter-screen; AID 1845; hit rate 0.17% among 290,000; inhibition, % at 7.9 µM; DNA fluorescent intercalator displacement, fluorescence; in the data active means inhibition above about 37%;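 further: 0% = vehicle and 100% = reference compound; higher means more ethidium bromide displaced from hairpin DNA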
UBC9 SUMO inh – blocks human SUMOylation mediated by UBC9; inhibition, % at 35 µM; hit rate 0.36% among 290,000; HTRF SUMOylation assay, SAE1/SAE2 + UBC9, in vitro; P63279; in the data active means inhibition above about 50%, passing the limit was not always enough; further: strong numbers were not always called active
Target sequence (P63279 whole entry, looked up): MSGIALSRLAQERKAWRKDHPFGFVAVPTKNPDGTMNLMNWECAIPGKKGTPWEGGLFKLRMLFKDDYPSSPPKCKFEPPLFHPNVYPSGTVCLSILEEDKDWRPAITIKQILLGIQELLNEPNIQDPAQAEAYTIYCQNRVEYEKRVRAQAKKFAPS
CRFBP-R2 agonist – CRF-BP/CRF-R2 complex agonism | HEK293 CRF-R2/CRF-BP, calcium dye fluorescence (FLIPR); percent of saturating CRF peptide response | activation, % at 13.2 µM | hit rate 0.46% among 350,000;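 active means activation of at least 50%, plus an integration ratio under a set limit after plate pattern correction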;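 further: plate controls were neutral control wells without compound for no effect and CRF at EC100 for full effect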
MEKK3 PB1 HTS – raises or lowers MEK5 binding to the human MEKK3 PB1 domain; Q99759; bead-based flow cytometry, Alexa488-MEK5 binding to MEKK3; actives lie on both sides; 0 = blocked by unlabeled MEK5, 100 = vehicle; binding response (% of control), % at 10 µM; hit rate 1.4% among 290,000; AID 1529;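 active means binding response more than 3 SD above or below the average of its plate-row segment, actives on both sides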;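 further: Alexa488 bead fluorescence after subtracting the streptavidin-only scavenger bead signal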
Target sequence (Q99759 whole entry, looked up, the tested form may be a part): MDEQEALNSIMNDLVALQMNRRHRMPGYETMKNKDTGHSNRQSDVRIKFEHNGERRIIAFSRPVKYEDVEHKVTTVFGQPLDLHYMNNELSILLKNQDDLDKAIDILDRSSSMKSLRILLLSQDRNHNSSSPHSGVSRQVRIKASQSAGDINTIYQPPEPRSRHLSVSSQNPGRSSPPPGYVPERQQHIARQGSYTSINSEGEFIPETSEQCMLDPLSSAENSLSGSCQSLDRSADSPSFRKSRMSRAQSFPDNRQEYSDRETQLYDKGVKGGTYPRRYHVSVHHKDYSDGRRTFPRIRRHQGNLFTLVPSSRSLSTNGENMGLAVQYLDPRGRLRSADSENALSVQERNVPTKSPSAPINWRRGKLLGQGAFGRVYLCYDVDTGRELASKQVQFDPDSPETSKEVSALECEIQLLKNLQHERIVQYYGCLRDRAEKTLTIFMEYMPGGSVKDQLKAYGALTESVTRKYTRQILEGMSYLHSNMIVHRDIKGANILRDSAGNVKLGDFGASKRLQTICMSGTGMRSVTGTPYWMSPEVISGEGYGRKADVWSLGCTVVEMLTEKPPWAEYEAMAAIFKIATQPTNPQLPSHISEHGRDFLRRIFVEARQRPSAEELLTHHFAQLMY
MEKK2 mut-MEK5 – signal of MEK5 binding to mutant human MEKK2 PB1 domain; hit rate 0.35% among 290,000; AID 1530; bead flow cytometry, Alexa488-MEK5 binding to MEKK2 mutant; percent response, % at 10 µM; in the data active means percent response above about 24%, passing the limit was not always enough; further: inactives centre near 1; some results filed as inactive read as strong as hits
NS3 helicase inh – blocks Hepatitis C virus NS3 helicase unwinding. inhibition, % at 10.9 µM. hit rate 0.56% among 290,000. NS3 helicase DNA unwinding, Cy5 molecular beacon fluorescence. AID 1800;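 active means inhibition above the mean of all tested compounds plus 3 SD, set per campaign, cut at about 35% in these data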;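 further: 0% = DMSO wells and 100% = thioflavine S control wells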
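System: HCV NS3 helicase fragment; control set: DMSO and thioflavine S; technique: Cy5 fluorescence at 0 and 60 min, beacon hairpin quenching; reagent: beacon DNA duplex substrate plus ATP; replicates: singlicate; schedule: 1 h reaction at 25 °C, ATP-initiated; medium: MOPS buffer pH 6.5 with MgCl2, DTT, Tween20, BSA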
MEKK2wt PB1 HTS – raises or lowers MEK5 binding to wildtype human MEKK2 PB1 domain; binding response (% of control), % at 10 µM; AID 1531; hit rate 1.1% among 290,000; bead flow cytometry, Alexa488-MEK5 binding to MEKK2 WT; actives lie on both sides; in the data active means binding response below about 67% or above about 130%
CRFR2-BP antag – blocks CRF-induced signaling of the CRF-BP/CRF-R2 complex. inhibition, % at 11.8 µM. HEK293 CRF-R2/CRF-BP, CRF-induced calcium fluorescence. hit rate 0.59% among 350,000. AID 588475;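 active means inhibition of the ligand-induced calcium signal above about 50% at the single tested concentration, limit read from the data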
GalR3 antagonist – human GalR3 antagonism; HEK293 GalR3-CNG cAMP membrane potential fluorescence; galR3 body fused to GalR1 C-terminus; O60755; hit rate 0.44% among 360,000; inhibition, % at 3 µM; AID 651719;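 active means inhibition above the screen-wide average plus 3 SD, cut at about 13% in these data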;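 further: forskolin and galanin both at EC90 stimulate the cells; cAMP rise reported by CNG channel membrane potential dye signal; 0% = forskolin plus galanin with DMSO and 100% = forskolin alone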
Target sequence (O60755 1-299 limits assumed): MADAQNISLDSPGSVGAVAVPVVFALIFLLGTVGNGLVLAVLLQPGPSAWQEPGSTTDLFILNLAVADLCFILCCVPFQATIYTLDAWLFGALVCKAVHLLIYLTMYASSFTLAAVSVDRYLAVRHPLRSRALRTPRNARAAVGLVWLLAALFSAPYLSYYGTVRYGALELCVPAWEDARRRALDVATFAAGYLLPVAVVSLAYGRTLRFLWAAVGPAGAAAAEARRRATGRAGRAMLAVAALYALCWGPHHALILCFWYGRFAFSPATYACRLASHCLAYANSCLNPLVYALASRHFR
An asterisk follows results filed as active; · = not tested or not shown; [ ] = remark or other dose.

SMILES | FID counter | UBC9 SUMO inh | CRFBP-R2 agonist | MEKK3 PB1 HTS | MEKK2 mut-MEK5 | NS3 helicase inh | MEKK2wt PB1 HTS | CRFR2-BP antag | GalR3 antagonist
OCCN(Cc1ccccc1)CC(O)COc1ccc(-c2ccccc2)cc1 (centres undefined) | 14.0 | -18.3 | -1.5 | 106.0 | 8.0 | -61.0 | 120.0 | -8.3 | -7.0
COC(=O)CCCC1=CC2=C(c3ccccc3)C(=O)C(C)(OC(=O)C3CCCC3)C(=O)C2=CN1Cc1ccc2c(c1)OCO2 (centres undefined) | · | -0.1 | -0.6 | 96.0 | -7.0 | · | 93.0 | 3.1 | -4.9
COc1ccc(C2=NN(C(=O)c3ccco3)C(c3cc4ccccc4nc3Cl)C2)cc1 (centres undefined) | -3.2 | 20.3 | 0.1 | 108.0 | 3.0 | -1.5 | 95.0 | 18.0 | ·
COC(=O)c1cc(-c2ccc(Br)cc2)n[nH]1 | -5.8 | -2.1 | -0.5 | 102.0 | 1.0 | 2.2 | 102.0 | -0.8 | -4.2
O=c1cc(/C=C/c2c(F)cccc2Cl)[nH]c2ccccc12 | 7.6 | 5.7 | -1.6 | 101.0 | 4.0 | -4.4 | 95.0 | -6.8 | -4.1
CCOc1ccc(S(=O)(=O)N2CCCC(C(=O)Nc3cccc(C)c3)C2)cc1 (centres undefined) | -31.6 | 4.6 | 0.3 | 103.0 | 5.0 | -13.1 | 101.0 | 5.2 | 8.8
COc1ccc(N2C(=O)CC(Sc3ncccc3C(=O)O)C2=O)cc1 (centres undefined) | -1.0 | 6.7 | -0.2 | 101.0 | 0.0 | -7.3 | 102.0 | 1.3 | -4.3
COC(=O)CSC1=C(C#N)C(c2cccc(F)c2)CC(=O)N1 (centres undefined) | -0.8 | 25.0 | -0.3 | 102.0 | 5.0 | 8.4 | 102.0 | 2.4 | -3.4
CCc1ccc(N2CC(C(=O)Nc3ccc(S(=O)(=O)Nc4nccs4)cc3)CC2=O)cc1 (centres undefined) | -30.6 | 4.8 | -0.5 | 104.0 | 3.0 | 0.7 | 104.0 | 2.8 | -8.8
Cc1ccnc(NC(=O)CC(c2ccccc2)c2ccccc2)n1 | -11.0 | 13.1 | -3.4 | 100.0 | -3.0 | -4.9 | 96.0 | 21.6 | -3.6
COC(=O)CCCC(=O)N1CCC(CCC(=O)NCc2ccc(F)cc2)CC1 | -16.9 | 10.9 | 1.1 | 105.0 | 4.0 | -20.3 | 107.0 | 6.3 | -9.4
O=c1c2c3nc4ccccc4nc3n(/N=C/c3ccco3)c2ncn1CCC1=CCCCC1 | · | 8.4 | -4.2 | 108.0 | 0.0 | · | 93.0 | 12.6 | 4.3
O=C(Nc1ccc(F)c(F)c1)NC1CCCCC1 | -1.4 | -8.3 | -1.1 | 112.0 | 3.0 | -1.2 | 112.0 | 4.0 | -2.1
S=C(NCc1ccccc1)N1CCN(c2cccc(Cl)c2)CC1 | -5.7 | -4.0 | 0.8 | 101.0 | -2.0 | 0.6 | 98.0 | 27.8 | -7.1
O=C(NCc1ccc(/C=c2\sc3n(c2=O)CCN=3)o1)C(=O)Nc1ccccc1 | -5.5 | 40.8 | · | 106.0 | -3.0 | 0.2 | 100.0 | · | ·
NS(=O)(=O)c1ccc(CCNC(=O)NC2CCCCC2)cc1 | -2.3 | 1.4 | -1.8 | 108.0 | 25.0 | 30.2 | 102.0 | 2.2 | -0.1
COC(=O)C1(Cc2cc(-c3ccc(OC)cc3OC)no2)CCN(C(=O)OC(C)(C)C)CC1 | -42.6 | -1.0 | 0.9 | 101.0 | -1.0 | -26.5 | 103.0 | 24.1 | 1.1
COc1ccc2c(c1)sc(N)[n+]2Cc1cc(C)cc2cccnc12 | 10.3 | 9.8 | -0.2 | 99.0 | 22.0 | -42.5 | 123.0 | 8.0 | -10.0
C=CCn1c(=O)c2c3c(sc2n2c(Nc4ccc(C(=O)OCC)cc4)nnc12)CCCC3 | -8.1 | 13.0 | -0.7 | 100.0 | -4.0 | -3.5 | 88.0 | -20.1 | -4.5
CCOC(=O)C(C)(C)N(Cc1ccc(C)cc1)S(=O)(=O)c1ccc(Cl)c([N+](=O)[O-])c1 | 1.6 | -17.9 | -0.9 | 90.0 | -2.0 | 24.0 | 93.0 | 67.0* | -8.4
CCOC(=O)C1CCN(CCC(=O)Nc2ccccc2Cl)CC1 | 1.0 | -0.9 | 2.7 | 99.0 | -5.0 | 1.6 | 96.0 | -14.4 | -1.5
Cc1c(C)n(-c2ccccc2)c2ncnc(NCCN(C)C)c12 | -4.8 | 20.1 | -2.3 | 107.0 | 11.0 | 4.6 | 113.0 | 1.4 | -7.3
O=C(Cn1cnc2c(oc3nc4c(cc32)CCCC4)c1=O)Nc1cccc(Cl)c1 | -8.3 | 15.0 | -1.1 | 102.0 | 5.0 | 2.8 | 104.0 | 9.4 | -1.5
O=c1o[nH]c(-c2ccccc2)c1C1=NCCCCC1 | -2.7 | · | -0.2 | 73.0*[inhibitor] | -3.0 | -19.3 | 96.0 | 7.5 | -1.1
CC(C)Cn1c(/C=C/c2ccco2)nc2ccccc21 | -31.4 | 22.5 | 19.9 | 89.0 | 3.0 | 55.4* | 100.0 | 7.3 | -4.7
COc1ccccc1-n1nc(C(=O)Nc2ccc3c(c2)OCO3)c2ccccc2c1=O | -7.5 | 4.6 | 2.0 | 105.0 | 3.0 | 1.2 | 107.0 | -1.2 | 6.6
Cc1ccc(C(=O)NC2CC3CCCC(C2)N3Cc2ccccc2)cc1 (centres undefined) | 6.0 | 7.5 | 0.0 | 103.0 | 1.0 | 21.1 | 110.0 | -3.5 | -6.3
CNC(=O)CSc1nnc(-c2ccncc2)n1Cc1ccccc1 | 1.2 | 26.1 | 0.0 | 108.0 | -3.0 | -7.8 | 107.0 | -2.0 | -6.4
O=C(CCCCn1c(=O)c2ccccc2n(Cc2ccc(F)cc2)c1=O)NCc1ccco1 | -20.1 | 8.4 | -2.6 | 101.0 | 4.0 | 4.2 | 102.0 | 9.3 | -1.7
COc1ccccc1N(CC(=O)N1CCC(C(N)=O)CC1)S(=O)(=O)c1ccccc1 | -9.1 | -2.5 | -1.6 | 96.0 | -6.0 | -1.1 | 97.0 | -1.1 | -7.9
CCOC(=O)c1c(C)[nH]c(C2=NNC(=NC(C)COC)SC2)c1C (centres undefined) | -7.2 | -0.2 | -1.8 | 96.0 | -13.0 | -2.8 | 92.0 | 9.8 | -0.8
COc1ccccc1S(=O)(=O)Cc1ccc(C(=O)N2CCN(c3ccccn3)CC2)o1 | -19.5 | -5.7 | -1.3 | 103.0 | 3.0 | -6.0 | 105.0 | 4.8 | ·
COCC1CCN(c2nc3nonc3nc2N2CCSCC2)C1 (centres undefined) | -4.5 | 4.7 | -0.7 | 97.0 | -5.0 | 2.9 | 91.0 | -32.7 | -4.7
OCC[C@@H]1C[C@@H](O)[C@H](O)[C@@]2(CCCc3ccccc3O2)O1 | -6.4 | 8.8 | -1.2 | 94.0 | -8.0 | -0.8 | 88.0 | 2.0 | -3.0
CC(C)(Oc1ccc(Cl)cc1)C(=O)OCC(=O)NCCc1ccccc1 | -33.7 | -18.2 | 2.1 | 103.0 | 5.0 | -4.4 | 106.0 | 7.7 | -2.5
COc1cccc2cc(-c3cc(=O)oc4ccc(O)cc34)oc12 | -5.0 | 8.5 | -0.6 | 101.0 | 0.0 | 30.3 | 103.0 | 16.3 | -9.6
CCOC(=O)CSc1nnc2n(Cc3ccccc3)c(=O)c3c4c(sc3n12)CCC4 | -9.4 | 3.2 | -1.0 | 106.0 | 2.0 | -2.4 | 98.0 | 9.8 | -4.3
Cc1ccc(C)c(Nc2nn3c(=O)c4ccc(C(=O)NCc5cccnc5)cc4nc3s2)c1 | -8.2 | 3.9 | 1.6 | 97.0 | -7.0 | 10.7 | 93.0 | 8.5 | 1.8
COc1cccc(CNC(=O)CN2C(=O)CC(c3ccccc3)=Nc3ccccc32)c1 | -15.1 | -10.9 | 1.4 | 97.0 | -8.0 | -2.6 | 80.0 | 3.8 | -1.3
COc1ccc(CCNC(=O)C2CCCN(c3ncnc4c3nc3n4CCCCC3)C2)c(OC)c1 (centres undefined) | -63.0 | 5.1 | -2.2 | 97.0 | -1.0 | 5.7 | 96.0 | -2.5 | 0.7

Part of the list above, showing only CRFBP-R2 agonist.
Structure | CRFBP-R2 agonist
CCOC(=O)CSc1nnc2n(Cc3ccccc3)c(=O)c3c4c(sc3n12)CCC4 | -1.0
Cc1ccc(C)c(Nc2nn3c(=O)c4ccc(C(=O)NCc5cccnc5)cc4nc3s2)c1 | 1.6
COc1cccc(CNC(=O)CN2C(=O)CC(c3ccccc3)=Nc3ccccc32)c1 | 1.4

More results.
SMILES | FID counter | UBC9 SUMO inh | CRFBP-R2 agonist | MEKK3 PB1 HTS | MEKK2 mut-MEK5 | NS3 helicase inh | MEKK2wt PB1 HTS | CRFR2-BP antag | GalR3 antagonist
O=C1CSC(=S)N1c1ccc(F)cc1 | -9.9 | 20.7 | · | 105.0 | 10.0 | -10.3 | 116.0 | · | ·
C=C(C)C1CC=C(C)/C(=N/NC(=O)COc2ccc(C)cc2)C1 (centres undefined) | -3.4 | -5.4 | 0.0 | 108.0 | 2.0 | 10.8 | 101.0 | -34.5 | -4.3
COc1cccc(CN2CC(C(=O)N3CCN(C(C)C)CC3)CCC2=O)c1 (centres undefined) | 1.4 | -7.3 | 2.1 | 99.0 | 0.0 | 3.4 | 104.0 | -3.6 | -1.2
Cc1ccc(S(=O)(=O)n2nc(-c3cccnc3)nc2N)cc1 | -1.4 | 12.2 | 0.0 | 97.0 | -2.0 | 3.2 | 98.0 | 6.9 | -1.7
O=C1CCCc2nc(N3CCCCC3)sc21 | 0.2 | -2.1 | -0.5 | 101.0 | 2.0 | -1.2 | 102.0 | 4.4 | -1.3
O=C(CCC(=O)c1cccs1)NCC(=O)Nc1ccc(F)c(F)c1F | -9.0 | 7.6 | -1.1 | 105.0 | 0.0 | 7.1 | 103.0 | 2.5 | -3.8
Cc1cnc(NC(=O)Nc2ccc(OCc3ccccc3)cc2)c(Br)c1 | -14.5 | -8.4 | -0.2 | 103.0 | 0.0 | -5.7 | 100.0 | 5.2 | -7.5
CCCCN(CC)S(=O)(=O)c1ccc(C(=O)N=c2sc3cc(NC(C)=O)ccc3n2C)cc1 | -2.8 | 13.5 | -1.0 | 102.0 | 3.0 | 10.9 | 90.0 | 21.5 | 12.4
Nc1ccccc1C(=O)Nc1cccc2ccccc12 | -1.4 | 5.7 | -1.3 | 103.0 | 0.0 | 7.3 | 102.0 | 8.8 | -3.6
CCCCNC(=O)CC(NS(=O)(=O)c1ccc(C)cc1)c1ccco1 (centres undefined) | -6.3 | 0.2 | -0.9 | 103.0 | 2.0 | 3.1 | 100.0 | 3.0 | 2.3
NC(=O)C1CCN(C(=O)c2ccc(Oc3cc(Cl)cc(Cl)c3)o2)CC1 | -23.1 | 19.0 | 0.3 | 57.0 | -19.0 | -12.4 | 63.0 | 1.4 | -5.8

Some values from above.
Cc1cnc(NC(=O)Nc2ccc(OCc3ccccc3)cc2)c(Br)c1 | GalR3 antagonist: -7.5
O=C(CCC(=O)c1cccs1)NCC(=O)Nc1ccc(F)c(F)c1F | MEKK3 PB1 HTS: 105.0

A portion of the library (hit frequency here may not be typical).
